FXIIa inh: inhibitors of human coagulation factor XIIa; P00748; purified FXIIa, Boc-QGR-AMC fluorogenic substrate, 2 h; inhibition, % at 5 µM; 0.3% of 220,000 active; AID 800; in the data active = inhibition above about 40%;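 also: 0% = enzyme with no compound and 100% = blank without enzyme; many of its hits are not listed in these tables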
Rad51 HR inh: Rad51 (human) homologous recombination inhibition; Q06609; hRad51 DNA strand exchange, fluorescence dequenching; inhibition, % at 10 µM; 0.085% of 200,000 active; AID 1385;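 active = inhibition above 40% at the single screening dose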;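 also: 0% = DMSO control wells and 100% = blanks with heterologous ssDNA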
Target sequence (Q06609 whole entry, looked up): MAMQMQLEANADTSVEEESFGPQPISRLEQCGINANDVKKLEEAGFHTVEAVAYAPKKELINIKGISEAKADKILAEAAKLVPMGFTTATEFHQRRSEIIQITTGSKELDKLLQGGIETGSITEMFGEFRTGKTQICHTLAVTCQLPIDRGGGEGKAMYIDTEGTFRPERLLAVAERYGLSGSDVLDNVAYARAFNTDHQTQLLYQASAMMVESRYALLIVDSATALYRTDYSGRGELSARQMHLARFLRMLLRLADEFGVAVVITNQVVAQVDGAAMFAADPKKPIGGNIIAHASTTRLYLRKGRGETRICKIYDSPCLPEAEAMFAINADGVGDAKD
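Test system – preformed human Rad51 ssDNA filaments · Reagent – Donor/quencher-labelled 47-bp dsDNA substrate · Incubation – 37 °C 15-min filament assembly, 30-min compound preincubation, 15-min exchange · Signal – FRET fluorescence dequenching, excitation 485 nm, emission 520 nm · Read-out – percent inhibition from fluorescence, normalised to plate control and blank means · Benchmarks – plate control and blank wells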
FXIa inh 1536: factor XIa (human) inhibition; 0.14% of 220,000 active; P03951; purified FXIa, Boc-Glu-Ala-Arg-AMC fluorogenic substrate; inhibition, % at 5 µM;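 active = inhibition of at least 40%; inactive = inhibition below 40%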;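 also: fluorescence of freed AMC excited at 355 nm; 0% = enzyme without compound and 100% = no enzyme blank; many of its hits are not listed in these tables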
PERK inh: blocks human PERK kinase; Q9NZJ5; CHO PERK-DD fusion, SEAP luminescence translation reporter; inhibition, % at 5.6 µM; 0.17% of 220,000 active;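 active = inhibition above the mean inhibition of all tested compounds plus 3 SD, set separately per screening campaign, cut at about 2.9% in these data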;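 also: PERK kinase domain activated by AP20187 dimerizer at 100 nM; 0% = DMSO with dimerizer and 100% = rapamycin at 8.4 µM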
KCC2 mod: modulates chloride dependent transport by human KCC2. Q9H2X9. KCC2 cells, thallium flux FluoZin-2 fluorescence. B-score of Tl+ flux slope (higher = more flux/activation; lower = inhibition) at 10 µM. 2.2% of 190,000 active;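 active = thallium flux slope and its plate-corrected score both differing from the plate sample mean at a set confidence after two filtering rounds, in either direction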;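 also: slope of fluorescence scaled to starting intensity during 10 to 20 s after thallium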
Thrombin inh: thrombin (human) inhibition | 0.26% of 220,000 active | P00734 | AID 1046 | inhibition, % at 5 µM | alpha-thrombin, Boc-VPR-AMC fluorogenic substrate cleavage;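 active = inhibition at or above 40%; inactive = inhibition below 40%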;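 also: 0% = enzyme with no compound and 100% = wells without enzyme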
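Material: human alpha-thrombin enzyme / Medium: pH 7.5 Tris (50 mM) with NaCl 150 mM, Tween 20 0.05% / Compound: single-point dosing at 5 µM, 0.2% DMSO / Incubation: enzyme reaction carried out at room temperature / Detection: AMC fluorescence, 355/460 nm / Read-out basis: percent inhibition scaled between no-compound controls and no-enzyme blanks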
KLK5 inh: blocks human kallikrein 5 protease activity. Q9Y337. recombinant hK5, fluorogenic AMC substrate cleavage. inhibition, % at 5 µM. 0.59% of 210,000 active. AID 873;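 active = inhibition of 40% or more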;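 also: 0% = enzyme controls without compound and 100% = no-enzyme blanks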
Furin inhibitor: blocks human furin protease activity. P09958. purified furin, fluorogenic substrate cleavage. inhibition, % at 30 µM. 0.061% of 220,000 active; in the data active = inhibition above about 25%; also: inactives centre near -15
Target sequence (P09958 108-714 limits assumed): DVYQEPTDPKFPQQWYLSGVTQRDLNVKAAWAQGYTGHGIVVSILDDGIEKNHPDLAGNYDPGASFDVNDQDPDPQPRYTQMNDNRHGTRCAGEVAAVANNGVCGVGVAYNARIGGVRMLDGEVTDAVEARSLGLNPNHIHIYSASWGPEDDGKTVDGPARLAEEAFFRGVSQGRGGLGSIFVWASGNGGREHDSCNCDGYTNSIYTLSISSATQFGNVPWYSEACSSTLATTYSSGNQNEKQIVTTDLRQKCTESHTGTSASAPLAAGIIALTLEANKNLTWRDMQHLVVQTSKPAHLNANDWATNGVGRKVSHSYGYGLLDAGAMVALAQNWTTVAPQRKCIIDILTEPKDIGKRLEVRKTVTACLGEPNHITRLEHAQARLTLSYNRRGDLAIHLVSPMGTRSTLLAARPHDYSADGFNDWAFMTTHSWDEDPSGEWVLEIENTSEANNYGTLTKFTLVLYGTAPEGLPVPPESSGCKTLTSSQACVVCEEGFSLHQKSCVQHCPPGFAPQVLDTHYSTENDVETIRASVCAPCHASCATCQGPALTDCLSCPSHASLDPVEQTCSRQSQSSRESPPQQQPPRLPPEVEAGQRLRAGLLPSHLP
Calpain2 inh: calpain II (pig) inhibition. AID 1236. purified calpain II, fluorogenic peptide substrate, 30 min. 0.37% of 220,000 active. inhibition, % at 16 µM;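 active = inhibition above about 50%, limit read from the data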
Active calls of the source: *; i = inactive; x = not tested or not shown; [ ] = remark or other dose.

entry	Compound	FXIIa inh	Rad51 HR inh	FXIa inh 1536	PERK inh	KCC2 mod
1	O=C(C1CCCO1)N1CCN(C(=S)Nc2ccc(Cl)c(Cl)c2)CC1 (stereo not drawn)	3	x	5	0.0	0.48
2	Cc1ccccc1NC(=O)N1CCN(C(=O)c2ccco2)CC1	7	2	-4	1.0	-0.7
3	Cc1ccc2c(C)c(C(=O)NCc3ccc(S(N)(=O)=O)cc3)oc2c1C	5	0	-4	0.5	x
4	COc1ccc(Cl)cc1-c1n[nH]c(=S)o1	18	-1	1	0.8	x
5	CCOC(=O)c1cnc(-c2ccccc2)nc1Oc1cccc(Cl)c1	1	7	6	1.1	x
6	Cc1sc2nc(SCC(=O)c3cccs3)n(Cc3ccco3)c(=O)c2c1C	0	4	-2	-0.8	-0.54
7	NC(=O)C1=CN(Cc2ccc(Cl)cc2)CCC1C(F)(F)F (stereo not drawn)	1	3	-4	0.1	-0.66
8	O=c1cc[nH]c2c(C(F)(F)F)cccc12	16	10	-4	1.4	-0.17

entry	Thrombin inh	KLK5 inh	Furin inhibitor	Calpain2 inh
1	-10	-27	-19	10
2	-7	-2	-28	-28
3	-14	-2	-25	-25
4	0	-7	-15[20 µM]	-51
5	-2	3	-11[20 µM]	-4
6	-11	1	-8[20 µM]	-12
7	-3	1	-18	-10
8	1	0	-18[20 µM]	-4

The list continues:
entry	Compound	FXIIa inh	Rad51 HR inh	FXIa inh 1536	PERK inh	KCC2 mod
9	COc1ccc(-c2cc(C(=O)Oc3ccc([N+](=O)[O-])cc3)c3ccccc3n2)cc1	3	3	-10	0.1	x
10	O=C(Cn1c(NCCCO)nc2ccccc21)c1cccc(Br)c1	1	-2	-8	-0.6	1
11	COc1ccccc1-n1c(=O)c2c3c(sc2n2c(=S)[nH]nc12)CCC3	5	9	-3	1.0	-2.8
12	CCCc1nn(-c2cc(Cl)ccc2OC)c2c1C(=O)CC(C)(C)C2	17	-10	1	1.9	-0.6
13	CN(C)C=Nc1ncc2c3ccccc3n(Cc3ccccc3)c2c1C#N	26	5	22	-0.1	-0.27
14	CCCn1nnnc1NC(=O)COc1ccc(Cl)c(C)c1	15	0	31	1.6	0.82
15	Cc1onc(-c2ccccc2Cl)c1NC(=O)NCc1cccs1	10	16	5	1.5	-0.24
16	O=C1CCCc2c1nc(-c1ccccc1)n2O	3	x	-8	1.1	0.45

entry	Thrombin inh	KLK5 inh	Furin inhibitor	Calpain2 inh
9	-16	-53	-19[20 µM]	i
10	-5	-7	-26	-12
11	-13	-3	-30	-42
12	-5	-10	-12	-23
13	4	-4	-9	-201
14	-4	-19	-2	16
15	-1	-9	-15	-3
16	-6	-7	-13[20 µM]	-385

(next part)
entry	Compound	FXIIa inh	Rad51 HR inh	FXIa inh 1536	PERK inh	KCC2 mod
17	CCn1c(/C=C2/C(=O)N(C)c3ccccc32)nc2ccccc2c1=O	14	-2	-6	-0.1	0.31
18	O=C(CSc1ncnc2ccccc12)Nc1ccc2c(c1)OCO2	6	4	-6	0.3	-1.4
19	CCOC(=O)c1ccc(N=C2SC(C(=O)Nc3ccc(C(=O)O)cc3)CC(=O)N2Cc2cccs2)cc1 (stereo not drawn)	5	x	4	1.0	0.63
20	O=C(Nc1ccc(Cl)cc1)Nc1ccc2c(c1)N1CCN=C1S2	6	0	-4	-0.9	0.09
21	Cc1sc2nc(CN3CCCCC3)nc(Cl)c2c1C	5	32	-18	0.3	0.087
22	COc1cccc(/C=N/NC(=S)Nc2cccc(C(=O)O)c2)c1	3	-3	2	1.0	0.5
23	O=[N+]([O-])c1ccc2[nH]c3c(c2c1)CCCC3	12	7	1	1.8	0.012
24	COC(=O)c1cc(N=C(N)N=C(N)N)cc(C(=O)OC)c1	8	-1	-1	0.6	0.051

entry	Thrombin inh	KLK5 inh	Furin inhibitor	Calpain2 inh
17	-4	8	-12[20 µM]	26
18	1	19	-24	8
19	-11	x	-18	-18
20	-8	-14	-19	-24
21	2	-8	-15	5
22	x	-5	-4	-17
23	-5	4	-26	14
24	0	1	-5	2

Sorted by length of the SMILES (smallest number first): part of the list above.
entry	Compound	FXIIa inh	Rad51 HR inh	FXIa inh 1536	PERK inh	KCC2 mod
16	O=C1CCCc2c1nc(-c1ccccc1)n2O	3	x	-8	1.1	0.45
8	O=c1cc[nH]c2c(C(F)(F)F)cccc12	16	10	-4	1.4	-0.17
5	CCOC(=O)c1cnc(-c2ccccc2)nc1Oc1cccc(Cl)c1	1	7	6	1.1	x
13	CN(C)C=Nc1ncc2c3ccccc3n(Cc3ccccc3)c2c1C#N	26	5	22	-0.1	-0.27
12	CCCc1nn(-c2cc(Cl)ccc2OC)c2c1C(=O)CC(C)(C)C2	17	-10	1	1.9	-0.6

entry	Thrombin inh	KLK5 inh	Furin inhibitor	Calpain2 inh
16	-6	-7	-13[20 µM]	-385
8	1	0	-18[20 µM]	-4
5	-2	3	-11[20 µM]	-4
13	4	-4	-9	-201
12	-5	-10	-12	-23

Additional entries:
entry	Compound	FXIIa inh	Rad51 HR inh	FXIa inh 1536	PERK inh	KCC2 mod
25	CCOC(=O)C1=C(C)NC(=O)CC1c1ccccc1OC (stereo not drawn)	8	0	-6	-0.2	0.86
26	N#Cc1c(N2CCCCC2)nc(N)c2c(N)nc(SCC(=O)O)cc12	7	-30	4	1.4	1.3
27	O=C(CSc1cn(CC(=O)N2CCCCCC2)c2ccccc12)NCC1CCCO1 (stereo not drawn)	9	2	-1	-0.6	0.4
28	CC(=C/c1ccc(C(C)C)cc1)/C=N/NC(=O)CSc1ccccn1	6	1	3	0.9	0.16
29	CC(C)OC(=O)NCCOC(=O)Nc1ccc(Cl)cc1	7	-1	-3	0.7	-0.61
30	Cn1c(CO)cnc1SCC(=O)c1ccc(Cl)cc1	4	5	-6	-0.3	1.7
31	O=P(O)(c1ccccc1)c1ccccc1O	11	x	-1	1.2	-0.18
32	CN(CCc1ccccn1)C(=O)CCC1CCCN(C(=O)CN2CCCCCC2)C1 (stereo not drawn)	10	-10	-4	0.2	0.13

entry	Thrombin inh	KLK5 inh	Furin inhibitor	Calpain2 inh
25	2	-2	-13	-11
26	-3	-6	-7	-198
27	7	-9	-24	4
28	-3	-18	-18	35
29	-17	2	-30	-13
30	-8	-5	-12	-17
31	1	7	-30	-2
32	-6	x	-25	-8

(next part)
entry	Compound	FXIIa inh	Rad51 HR inh	FXIa inh 1536	PERK inh	KCC2 mod
33	O=C(CSc1nnc(COc2ccccc2Cl)o1)NC(=O)NCc1ccco1	1	x	-4	0.6	-1.9
34	CC(C)C(=O)NC(Nc1ccc(S(N)(=O)=O)cc1)C(Cl)(Cl)Cl (stereo not drawn)	8	-47	4	1.1	-0.2
35	CC(Sc1nc(-c2ccccc2)cc(=O)[nH]1)C(=O)O (stereo not drawn)	11	5	3	1.4	0.13
36	CCC(CC)NC(=O)Cc1ccccc1OC	13	x	-2	0.2	x
37	COc1ccc(C(=O)NNC(=O)c2cc3cc([N+](=O)[O-])ccc3oc2=O)cc1OC	7	1	4	1.6	-0.15
38	CCC(=O)Nc1nnc(SCC(=O)NCCc2ccc(OC)c(OC)c2)s1	-10	3	-8	0.5	-1.8
39	S=c1[nH]cc(Cc2ccccc2)s1	-1	-1	-6	0.3	40*
40	CSc1nnc(C)c(=O)n1COC(=O)c1ccccc1	-2	7	-1	0.2	0.0075

entry	Thrombin inh	KLK5 inh	Furin inhibitor	Calpain2 inh
33	-17	-5	-14	-19
34	-2	-6	-14	-6
35	0	-4	-9[20 µM]	19
36	5	-15	-16[20 µM]	-1
37	-4	-5	-15	0
38	1	-27	-14	8
39	-8	-17	-15	-31
40	-9	-4	-23	-23

Going on with the list:
entry	Compound	FXIIa inh	Rad51 HR inh	FXIa inh 1536	PERK inh	KCC2 mod
41	CCOCc1c(C(=O)Nc2cc(OCC)c(N3CCOCC3)cc2OCC)oc2ccccc12	8	-10	-3	0.8	0.17
42	CN1C/C(=N\S(=O)(=O)c2ccccc2)N(C)C1=O	12	x	6	0.3	-0.46
43	O=C(N[C@@H](Cc1ccccc1)C(=O)NC1CCCCC1)c1ccco1	2	x	5	-0.2	0.35
44	N#C/C(=C\c1ccccc1[N+](=O)[O-])C(=O)NCc1ccccc1	0	14	2	1.1	0.14
45	Nc1cc(N)nc(SCC(=O)Nc2ccc3c(c2)OCCCO3)n1	7	-4	6	-0.4	1.4
46	NNC(=O)c1sccc1OCc1ccc(F)cc1	2	6	-6	0.7	x
47	COc1ccccc1-n1c([S-])c(C(=O)Nc2ccccc2C(F)(F)F)[n+]2ccc(C(=O)NCCO)cc12	10	-8	7	0.2	0.34
48	CNC(=O)c1sc(=S)n(-c2ccc(OC)cc2)c1N	7	-42	-1	0.2	1.1

entry	Thrombin inh	KLK5 inh	Furin inhibitor	Calpain2 inh
41	-9	-3	-12	-88
42	-3	-11	-12	-20
43	0	-11	-19[20 µM]	18
44	-1	0	-20	2
45	-3	21	-24	20
46	-17	-4	-23	-6
47	-2	2	-13	69*
48	-4	2	-6	-12

Further records.
entry	Compound	FXIIa inh	Rad51 HR inh	FXIa inh 1536	PERK inh	KCC2 mod
49	O=C(Nc1ccc(N2CCN(C(=O)c3ccccc3)CC2)cc1)c1ccc(Br)o1	19	4	3	-1.3	0.83
50	Cc1cccc(NC(=S)NCCC(c2ccccc2)c2ccccc2)c1	1	9	2	0.9	-0.36
51	CCOC(=O)Cn1c(=NC(=O)C2CC2)sc2c(C)cc(C)cc21	29	2	28	-2.1	-1.1
52	CCOC(=O)N1CCN(c2cc(=O)n(-c3ccc(OC)cc3)c(=O)[nH]2)CC1	9	2	-2	0.0	0.85
53	CC(=O)Nc1ccc(S(=O)(=O)Nc2c(C)n(C)n(-c3ccccc3)c2=O)cc1	6	2	-6	0.0	0.43
54	CC1CCCCN1C(=O)CSc1nc(-c2ccccc2)cc(=O)[nH]1 (stereo not drawn)	-13	2	24	-0.4	x
55	O=C(O)CCC(=O)N1N=C(c2c(-c3ccccc3)c3cc(Cl)ccc3[nH]c2=O)CC1c1ccco1 (stereo not drawn)	4	-3	-1	0.2	0.11
56	CCc1n[nH]c(=S)n1/N=C/c1cc(Br)c(OC)cc1OC	10	9	-3	0.4	-0.28

entry	Thrombin inh	KLK5 inh	Furin inhibitor	Calpain2 inh
49	7	-6	-7[20 µM]	7
50	-13	-19	-7	33
51	17	41*	0	14
52	1	-9	-9	6
53	-5	-21	-33	11
54	-4	-18	4[20 µM]	-132
55	-8	-27	-23	-106
56	-7	-5	-25	-5

More entries:
entry	Compound	FXIIa inh	Rad51 HR inh	FXIa inh 1536	PERK inh	KCC2 mod
57	CCCCCCNC(=O)c1c(O)c2ccccc2[nH]c1=O	12	7	1	2.2	-1.5
58	CCn1cc(C(=O)Nc2ccc(OC)c(OC)c2)c2cc(OC)c(OC)cc2c1=O	3	3	24	-0.3	-0.49
59	S=c1[nH]nc(Cc2ccccc2)n1Cc1ccco1	3	7	-2	1.3	x
60	CC12CCC(C(=O)N(NC(=O)c3cccnc3)C1=O)C2(C)C (stereo not drawn)	5	x	-2	0.5	0.45
61	COc1ccc(Cn2nnnc2C(c2ccccc2Cl)N2CCN(C)CC2)cc1 (stereo not drawn)	11	-2	1	-0.4	0.86

entry	Thrombin inh	KLK5 inh	Furin inhibitor	Calpain2 inh
57	1	-3	-9	-39
58	-5	-20	-21[20 µM]	-23
59	2	5	3[20 µM]	14
60	4	-6	-4	-8
61	3	-23	-23	-5

This is a subset; count on the stated rates, not on these rows.
